Screens deposited in PubChem BioAssay by several laboratories.
TWEAK Fn14 block = TWEAK-Fn14 signaling inhibition; inhibition, % at 10 µM; AID 1159606; TWEAK-stimulated Fn14 reporter cells, luciferase luminescence, 8 h; 2% of 360,000 active; in the data active = inhibition above about 50%
NR2E3 ag-1 = human photoreceptor-specific nuclear receptor agonism; Q9Y5X4; inhibition of corepressor binding, % at 3.98 µM; AID 602229; CHO-S Gal4-NCOR/VP16-NR2E3 two-hybrid, luciferase; 0.35% of 360,000 active;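 active = inhibition above the mean of all tested compounds plus 3 SD, cut at about 70% in these data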;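 also: 0% = DMSO with NR2E3 transfected cells and 100% = cells lacking NR2E3 construct; higher means lower luciferase signal from less NR2E3 corepressor binding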
Target sequence (Q9Y5X4 whole entry, looked up, the tested form may be a part): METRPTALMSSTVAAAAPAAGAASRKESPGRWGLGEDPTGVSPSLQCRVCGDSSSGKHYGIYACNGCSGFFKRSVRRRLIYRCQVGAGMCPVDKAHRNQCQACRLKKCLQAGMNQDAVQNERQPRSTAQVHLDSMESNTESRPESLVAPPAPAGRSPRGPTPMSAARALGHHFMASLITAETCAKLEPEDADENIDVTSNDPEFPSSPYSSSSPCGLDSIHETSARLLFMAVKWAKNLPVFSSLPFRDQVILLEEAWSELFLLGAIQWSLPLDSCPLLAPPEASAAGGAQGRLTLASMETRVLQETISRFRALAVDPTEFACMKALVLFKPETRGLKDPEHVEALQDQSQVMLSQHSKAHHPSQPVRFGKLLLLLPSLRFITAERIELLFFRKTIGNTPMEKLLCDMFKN
CF NFkB inh = blocks PAF-induced NF-kB reporter in cystic fibrosis cells. KKLEB NF-kB-GFP reporter, GFP fluorescence overnight. inhibition, % at 5 µM. 0.86% of 360,000 active;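 active = at least 50% inhibition at 5 µM, scaled per plate between neutral and stimulator controls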;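 also: PAF is a Pseudomonas aeruginosa culture filtrate used as stimulus; plate controls were PAF-stimulated DMSO wells for no effect and unstimulated DMSO wells for full effect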
HIF-2a inh = HIF-2a inhibition | 786-0 RCC cells HIF-2a reporter, luciferase luminescence, overnight | inhibition, % at 18.8 µM | 0.72% of 360,000 active;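 active = inhibition of the luminescence signal of 40% or more relative to plate controls, in a single-dose primary screen at 18.75 µM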
TROY signal inh = inhibitors of TROY-dependent NF-kB signaling; AID 1347056; Q293 LMP1-TROYcd NF-kB luciferase reporter, 4 h; 0.98% of 360,000 active; inhibition, % at 10 µM;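 active = compounds whose plate-normalised and pattern-corrected inhibition of the luciferase reporter signal at the single screening dose is 50% or more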
TRAIL sens C8 = caspase-8 TRAIL sensitization. NB7+C8 cells + TRAIL, ATPlite viability luminescence. inhibition (viability loss, TRAIL sensitization), % at 10 µM. 1% of 360,000 active;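 active = compounds causing at least 50% loss of cell viability in the single-dose screen, relative to plate controls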
Peg3 promoter = reduces Peg3 promoter-driven luciferase expression in HeLa | HeLa PEG-Prom luciferase reporter, luminescence, overnight | 1.7% of 360,000 active | inhibition, % at 20 µM;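 active = inhibition of at least 50% at 20 µM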
NR2E3 ag-2 = agonists of human nuclear receptor NR2E3; Q9Y5X4; GST-NR2E3/biotin-RetCOR TR-FRET, 1536-well; inhibition of corepressor binding, % at 4.78 µM; 0.12% of 320,000 active; AID 2300;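 active = percent inhibition above the cutoff of mean plus 3 SD of all tested compounds, set per screening campaign, cut at about 20% in these data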;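 also: 0% = DMSO wells and 100% = biotin wells as full block of FRET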
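system = GST-tagged NR2E3 plus biotinylated RetCOR corepressor | input = 1.35 nM GST-NR2E3 | also added = 7 nM biotin-RetCOR | schedule = 5 h incubation at 4 °C | measured by = TR-FRET with europium anti-GST and streptavidin-D2, 340 nm excitation | read-out = percent loss of FRET ratio relative to control wells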
Shn3 3UTR inh = inhibitors of Schnurri-3 3'UTR reporter in osteoblasts; Clone20 osteoblast Shn3 3'UTR firefly luciferase, 24 h; inhibition, % at 12.5 µM; 0.52% of 360,000 active;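 active = mean inhibition of at least 75% with every replicate also reaching 75%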;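 also: 0% = median of neutral control wells and 100% = pilot-screen positive control compound; some compounds past the cut are filed as inactive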
KKLEB tox = counter-screen for CF NF-kB inhibitors: cytotoxicity | KKLEB CF airway cells viability, ATPlite luminescence, overnight; hits give low values; cells stimulated with P. aeruginosa culture filtrate | activity change (cytotoxicity), % at 5 µM | 0.36% of 360,000 active | AID 602141;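 active = corrected activity change at or below -50% at 5 µM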
MITF TRPM1 inh = MITF TRPM1 promoter inhibition in SK-MEL-5 cells; SK-MEL-5 TRPM1 promoter luciferase, 24 h; inhibition, % at 12.5 µM; 0.83% of 330,000 active;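 active = mean inhibition across replicates of 60% or more, whatever share of single replicates reaches that level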; also: values of inactives mirror those of a sister screen read the other way
Numbers without * were called inactive; / = not tested or not shown.

SMILES	TWEAK Fn14 block	NR2E3 ag-1	CF NFkB inh	HIF-2a inh	TROY signal inh	TRAIL sens C8	Peg3 promoter	NR2E3 ag-2	Shn3 3UTR inh	KKLEB tox	MITF TRPM1 inh
O=C(Nc1ccc(S(=O)(=O)N2CCCCC2)cc1)c1ccc(=O)[nH]c1	10	1	-2	16	3	10	-2	2	14	10	-4
Cc1ccc(C(=O)N/C(=C\c2cn(S(=O)(=O)N(C)C)c3ccccc23)C(=O)NCCN2CCOCC2)cc1	2	-21	17	0	-5	-5	-10	/	-8	-5	7
CCC(=O)c1ccc(OCC(=O)Nc2cc(S(=O)(=O)N3CCCCC3)ccc2N2CCN(CC)CC2)cc1	-8	4	-25	0	3	6	-22	-1	6	-3	-19
O=C1CCCc2nc(N3CCN(Cc4ccccc4)CC3)ncc21	3	-18	-10	-4	-23	12	24	4	27	6	-3
Cc1ccc(S(=O)(=O)NC(=O)C2CCCCC2)cc1	-11	-37	15	8	6	-8	3	2	-22	-12	5
CCN1C(=O)[C@H]2[C@@H](c3ccc(-c4cccc(Cl)c4)c(OC)c3)N[C@@](Cc3ccccc3)(C(=O)OC)[C@H]2C1=O	-1	10	37	13	0	7	24	0	34	-13	22
OCCNc1nc(Nc2ccccc2OC(F)(F)F)nc(N2CCCC2)n1	-11	3	30	8	-19	30	5	4	-10	-18	-20
O=C(CSc1ccccn1)Nc1cccc([N+](=O)[O-])c1	16	-18	0	-50	-11	8	-3	-1	-7	-3	15
C(=N/n1c2ccccc2c2ccccc21)/c1ccco1	10	-12	-15	6	-20	-13	5	1	7	0	-3
O=C(NCCN1C(=O)S/C(=C/c2ccccc2)C1=O)C1CCCN1C(=O)c1cccs1 (stereo not drawn)	-34	3	3	10	-18	11	8	2	-24	-4	1
Cc1ccccc1-c1nc(CS(=O)CC(=O)NCCc2ccc(Cl)cc2)c(C)o1 (stereo not drawn)	-14	47	1	4	12	-10	11	-2	-13	-2	13
CC(=O)c1c(C)[nH]c(C(=O)Nc2cccc(C#N)c2)c1C	-13	-21	-22	-54	-15	-9	-29	0	-2	-2	-8
CCCC(=O)Nc1cc(C)c(NC(=O)c2cccs2)cn1	2	-14	13	-1	-29	-1	-1	-1	-39	-16	-7
Cn1nc(C(F)(F)F)c(/C=N/OC(=O)c2ccccc2)c1SCc1ccc(Cl)cc1	-7	-13	-7	-25	-19	16	27	-3	29	0	-13
CN(C)CCCNC(=O)C[C@H]1C[C@H](C(=O)N2CCOCC2)[C@@]2(CCC3CCCC3)c3[nH]c4cc(-c5ccco5)ccc4c3CCN2C1=O	-41	-11	26	-9	22	24	95*	/	-7	-3	-3
CC1(C(=O)NCc2cccc3ccccc23)CCN1Cc1ccc(-c2ccccc2)o1 (stereo not drawn)	8	-9	21	11	-3	18	22	/	34	-14	/
CN(C)CCCN(C(=O)c1ccc(S(=O)(=O)N(C)C2CCCCC2)cc1)c1nc2ccc(Br)cc2s1	-40	-18	7	-9	6	58*	34	0	-7	-7	-13
Cc1nn(Cc2c(Cl)cccc2Cl)c(C)c1NC(=O)CCCn1nc([N+](=O)[O-])c(Cl)c1C	-25	-16	9	26	2	-9	25	4	21	-16	1
O=Nc1onc(-c2ccc([N+](=O)[O-])cc2)c1NO	15	-39	-16	12	-24	-1	11	-3	4	7	2
CN(CC1CCCO1)S(=O)(=O)c1ccc(C(=O)Nc2nccs2)cc1 (stereo not drawn)	8	-9	-39	-28	-4	0	-25	3	-11	8	-24
CCn1c(C)nc2cc(OC)ccc21	0	1	8	-5	0	-10	-7	-1	8	2	-6
O=C(CCNC(=O)c1ccco1)NCc1ccc(C(=O)O)cc1	-19	-20	-5	19	7	-21	18	/	-13	10	-5
COc1cc(NC(N)=S)c(OC)cc1Cl	-18	-15	14	18	-24	-10	24	-1	3	0	2
Cc1c(C(=O)NCCCN2CCCC2=O)oc2c(Cl)cccc12	-2	-20	8	-1	-9	3	4	2	0	-1	-5
O=C(O)c1cccc(N2C(=O)C3CC=C(Cl)CC3C2=O)c1 (stereo not drawn)	6	-2	-13	-1	-10	-10	1	2	-19	27	-3
Cc1csc(NC(=O)CSc2nnc(-c3ccncc3)o2)n1	1	-30	-1	-100	-30	17	-110	0	-46	4	-21
O=C(NC(=S)NCc1ccncc1)c1ccccc1	6	12	-2	17	0	-6	2	0	-3	6	2
COc1cc(/C=C2\N=C(c3ccccc3)OC2=O)ccc1OCc1c(C)no[n+]1[O-]	-13	5	11	16	11	13	2	3	1	4	11
CC(C(=O)Nc1ccc(Cl)cc1Cl)N1C(=O)NC2(CCCCCCC2)C1=O (stereo not drawn)	-10	3	-20	7	4	-3	5	0	-1	1	1
Cc1ccc(-c2c[n+]3c(n2-c2ccccc2)SCC3)cc1	17	-4	8	11	25	4	3	1	82	-13	43

The final 6 compounds of the section above come first, to join the parts.
SMILES	TWEAK Fn14 block	NR2E3 ag-1	CF NFkB inh	HIF-2a inh	TROY signal inh	TRAIL sens C8	Peg3 promoter	NR2E3 ag-2	Shn3 3UTR inh	KKLEB tox	MITF TRPM1 inh
O=C(O)c1cccc(N2C(=O)C3CC=C(Cl)CC3C2=O)c1 (stereo not drawn)	6	-2	-13	-1	-10	-10	1	2	-19	27	-3
Cc1csc(NC(=O)CSc2nnc(-c3ccncc3)o2)n1	1	-30	-1	-100	-30	17	-110	0	-46	4	-21
O=C(NC(=S)NCc1ccncc1)c1ccccc1	6	12	-2	17	0	-6	2	0	-3	6	2
COc1cc(/C=C2\N=C(c3ccccc3)OC2=O)ccc1OCc1c(C)no[n+]1[O-]	-13	5	11	16	11	13	2	3	1	4	11
CC(C(=O)Nc1ccc(Cl)cc1Cl)N1C(=O)NC2(CCCCCCC2)C1=O (stereo not drawn)	-10	3	-20	7	4	-3	5	0	-1	1	1
Cc1ccc(-c2c[n+]3c(n2-c2ccccc2)SCC3)cc1	17	-4	8	11	25	4	3	1	82	-13	43
CC(C)(C)c1ccc(C(=O)N2CCN(C(=O)c3cccs3)CC2)cc1	-2	-24	5	-20	-9	-7	-11	/	7	2	1
Cc1ccc(NC(=O)Cn2ccnc2)cc1C	7	-30	-2	14	8	-4	21	-6	0	0	5
FC(F)(F)c1nnc2n1N=C(c1cccs1)CS2	0	-8	-14	-5	-4	-1	-6	3	2	16	-3
Cc1csc(SCC(=O)Nc2ccccn2)n1	0	-31	-7	-61	-37	3	-54	5	0	5	-5
O=C(COC(=O)c1ccc(O)cc1O)NC12CC3CC(CC(C3)C1)C2	-2	-35	-12	-6	-48	-2	-115	0	-11	-4	-50
CC1(C(=O)NCc2ccc(C(F)(F)F)cc2)CCN1Cc1ccc(-c2ccccc2)o1 (stereo not drawn)	6	42	2	12	-21	-1	10	/	33	-5	/
CC1CCCC(NC(=O)c2cccc(S(=O)(=O)N3CCOCC3)c2)C1C (stereo not drawn)	-8	-1	-8	4	-12	1	12	/	-1	9	/
COC1OC2COC(c3ccccc3)OC2C(O)C1NC(=O)c1ccccc1 (stereo not drawn)	3	-21	2	9	-2	-16	1	/	-14	-4	-5
Cc1c(Br)c([N+](=O)[O-])nn1CC(=O)N(C)Cc1ccccc1	-5	-18	6	9	9	-6	19	2	4	-11	8
CNS(=O)(=O)c1ccc(NS(=O)(=O)c2ccccc2F)cc1	-7	-28	-13	5	9	-5	7	2	-1	4	-7
COc1ccc(C(=O)N(C)Cc2nc3ccccc3c(=O)[nH]2)cc1S(=O)(=O)N1CCCC1	19	1	4	6	-16	-5	-11	0	-4	23	9
CC(C)(C)c1cnnn1-c1ccc(C=O)cc1	-1	11	6	3	-1	5	2	-1	-1	12	13
COc1ccccc1Cc1c(-c2ccc(C#N)cc2)nc2c3ccccc3ccn12	21	-20	-10	-6	5	18	-18	/	10	-29	/
COc1cccc(CNS(=O)(=O)c2c(C(=O)N3CCCC3)c(C)n(C)c2C)c1	1	27	-16	11	-3	13	10	1	-7	12	2
Cc1ccccc1C(=O)O/N=C/c1c(N2CCOCC2)n(C)c2ccccc12	-10	-15	13	6	5	7	13	-4	8	-14	21

Arranged by value in NR2E3 ag-2 (rising): three from the list above
| compound | NR2E3 ag-2 |
| --- | --- |
| CC(C)(C)c1cnnn1-c1ccc(C=O)cc1 | -1 |
| COc1cc(/C=C2\N=C(c3ccccc3)OC2=O)ccc1OCc1c(C)no[n+]1[O-] | 3 |
| O=C1CCCc2nc(N3CCN(Cc4ccccc4)CC3)ncc21 | 4 |

Going on with the list:
SMILES	TWEAK Fn14 block	NR2E3 ag-1	CF NFkB inh	HIF-2a inh	TROY signal inh	TRAIL sens C8	Peg3 promoter	NR2E3 ag-2	Shn3 3UTR inh	KKLEB tox	MITF TRPM1 inh
Cc1cccc(/C=N/NC(=O)Cn2nccc2C)n1	2	-22	-7	14	-3	8	5	0	2	2	-6
COCCn1c(SCC(=O)N(C)c2c(N)n(Cc3ccccc3)c(=O)[nH]c2=O)nnc1-c1cccc(C)c1	-4	-21	18	13	-12	-14	-2	-2	-12	1	-6
O=C(NNC(=O)c1ccccc1Br)c1cnccn1	-14	-22	9	-16	0	2	-14	/	-27	3	-4
CCC1CCCCN1C(=S)Nc1ccc(OC(F)F)cc1 (stereo not drawn)	8	5	30	-5	14	-17	6	1	0	6	-1
c1ccc(N2CCN(c3nnnn3-c3ccccc3)CC2)cc1	-7	-17	-13	-6	-4	-6	14	0	4	0	-8
CCOC(=O)N1CCC(NC(=O)C2CCC(Cn3c(=O)[nH]c4ccccc4c3=O)CC2)CC1 (stereo not drawn)	-6	-36	18	6	25	5	13	-2	-3	-4	16

This is a subset. The share of hits here may be higher or lower than overall.
